High-throughput results (PubChem)
PME-1 inh – blocks human protein phosphatase methylesterase 1 | Q9Y570 | recombinant PME-1, FP-Rh probe fluorescence polarization | inhibition, % at 5.9 µM | 320,000 compounds, 0.53% hits | AID 2130;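 active = inhibition above the campaign mean of all compounds plus 3 SD, cut at about 26% in these data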;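 also: competitive labeling of PME-1 active site by serine hydrolase directed probe; 0% = PME-1 with DMSO and 100% = wells lacking PME-1 enzyme; inhibitors block probe labeling so polarization falls and inhibition rises; many of its hits are not listed in these tables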
Target sequence (Q9Y570 whole entry, looked up): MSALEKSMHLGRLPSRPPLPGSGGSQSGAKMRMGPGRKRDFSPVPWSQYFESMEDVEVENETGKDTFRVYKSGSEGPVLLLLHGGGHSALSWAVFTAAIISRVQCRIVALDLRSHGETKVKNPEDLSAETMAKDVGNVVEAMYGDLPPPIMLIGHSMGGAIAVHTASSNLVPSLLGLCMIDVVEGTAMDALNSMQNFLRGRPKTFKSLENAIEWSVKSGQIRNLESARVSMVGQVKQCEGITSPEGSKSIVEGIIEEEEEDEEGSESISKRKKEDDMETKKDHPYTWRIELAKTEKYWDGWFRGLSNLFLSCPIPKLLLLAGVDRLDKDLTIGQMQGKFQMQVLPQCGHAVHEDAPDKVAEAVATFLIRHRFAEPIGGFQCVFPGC
GSTO1 counter – counter-screen for RBBP9 inhibitors: inhibitors of human GSTO1 | 300,000 compounds, 1.1% hits | recombinant GSTO1, activity-based probe fluorescence polarization | inhibition, % at 5.96 µM;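 active = inhibition above the campaign mean inhibition plus 3 SD, cut at about 35% in these data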;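 also: 0% = GSTO1-1 with DMSO and 100% = wells lacking GSTO1-1 enzyme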
GLD-1 TGE inh – GLD-1-TGE RNA interaction inhibition (C. elegans); inhibition, % at 5.96 µM; Q17339; 320,000 compounds, 0.44% hits; purified GLD-1 + fluorescein TGE RNA, fluorescence polarization;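 active = percent inhibition above a per-plate cutoff, the plate mean of test compounds plus 3 SD, cut at about 30% in these data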;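 also: 0% = DMSO wells with GLD-1 and probe and 100% = wells lacking GLD-1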
Bcl-xL primary – Bcl-xL (human) inhibition; GST-Bcl-xL / FITC-Bim BH3 peptide fluorescence polarization; inhibition, % at 10.9 µM; 320,000 compounds, 0.7% hits;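 active = inhibition above the mean of all tested compounds plus 3 SD, cutoff set per campaign, cut at about 30% in these data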;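 also: 0% = DMSO wells and 100% = unlabeled Bim-BH3 peptide competitor; inhibitors lower millipolarization by displacing the labeled peptide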
Target sequence (Q07817 whole entry, looked up): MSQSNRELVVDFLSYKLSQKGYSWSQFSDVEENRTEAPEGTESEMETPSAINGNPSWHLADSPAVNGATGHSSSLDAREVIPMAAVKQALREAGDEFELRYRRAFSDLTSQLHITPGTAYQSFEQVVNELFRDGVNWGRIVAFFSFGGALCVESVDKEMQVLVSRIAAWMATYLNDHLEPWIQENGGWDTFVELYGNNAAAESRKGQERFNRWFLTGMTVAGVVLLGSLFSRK
TPT1 inh – inhibitors of Candida albicans tRNA 2'-phosphotransferase TPT1 | recombinant caTPT1, FP RNA substrate dephosphorylation | 300,000 compounds, 0.81% hits | AID 1962 | inhibition, % at 5 µM;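 active = inhibition above the mean of all tested compounds plus 3 SD, set per screening campaign, cut at about 24% in these data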;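 also: plate controls were DMSO alone for no effect and ferristatin control at 100 nM for full effect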
MEX-5 binding – C. elegans MEX-5 TCR-2 RNA binding activity; Q9XUB2; MEX-5/FITC-TCR2 RNA binding, fluorescence polarization; stronger effect = lower value; activity score (negative = inhibition of binding), % at 10 µM; 300,000 compounds, 0.38% hits; AID 1832;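 active = inhibition past about -25% in most replicates, and total fluorescence under double the plate's negative control median, limit read from the data; inconclusive = replicates evenly split on the limit, or fluorescence at least double controls; inactive = too little inhibition in most replicates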;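 also: 0% = DMSO and -100% = 5 µM competing unlabeled TCR2 RNA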
Target sequence (Q9XUB2 whole entry, looked up): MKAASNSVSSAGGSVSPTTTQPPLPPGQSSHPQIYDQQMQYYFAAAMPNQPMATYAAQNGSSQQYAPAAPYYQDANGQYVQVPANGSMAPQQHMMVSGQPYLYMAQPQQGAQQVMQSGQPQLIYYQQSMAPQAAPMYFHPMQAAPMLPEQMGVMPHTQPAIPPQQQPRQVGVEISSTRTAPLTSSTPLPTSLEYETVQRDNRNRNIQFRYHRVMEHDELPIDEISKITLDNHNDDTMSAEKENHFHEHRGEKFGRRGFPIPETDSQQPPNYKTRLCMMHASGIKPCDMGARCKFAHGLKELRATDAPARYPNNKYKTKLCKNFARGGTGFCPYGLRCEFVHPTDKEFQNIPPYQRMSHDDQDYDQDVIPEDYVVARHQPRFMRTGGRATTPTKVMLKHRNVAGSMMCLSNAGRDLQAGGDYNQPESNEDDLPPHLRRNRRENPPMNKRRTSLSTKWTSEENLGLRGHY
MCL1 BIM primary – inhibitors of human MCL1 binding to BIM-BH3 peptide | Q07820 | inhibition, % at 10.9 µM | GST-MCL1 / FITC-Bim-BH3 fluorescence polarization | AID 2057 | 320,000 compounds, 0.68% hits;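 active = inhibition above the mean inhibition of all tested compounds plus 3 SD, set per campaign, cut at about 40% in these data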;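 also: 0% = DMSO wells and 100% = unlabeled Bim-BH3 peptide control; higher means more loss of mP so more displacement of Bim peptide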
Fam108B counter – Fam108B inhibition, counter-screen for RBBP9 inhibitors | recombinant Fam108B, FP-Rh probe fluorescence polarization | inhibition, % at 9.51 µM | 300,000 compounds, 0.33% hits | AID 1947;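 active = inhibition above the screen mean inhibition plus 3 SD, computed separately per campaign, cut at about 18% in these data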;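 also: inhibitors lower polarization as less probe binds the enzyme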
PAD4 inh – blocks human protein arginine deiminase 4; Q9UM07; recombinant PAD4, RCA probe fluorescence polarization; inhibition, % at 6.36 µM; 330,000 compounds, 0.41% hits;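 active = percent inhibition above a cutoff equal to the mean of all tested compounds plus 3 SD, cut at about 15% in these data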;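 also: 0% = PAD4 with RCA probe and DMSO and 100% = probe without PAD4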
The depositor's hits bear a star; u = inconclusive; x = not tested or not shown.

SMILES	PME-1 inh	GSTO1 counter	GLD-1 TGE inh	Bcl-xL primary	TPT1 inh	MEX-5 binding	MCL1 BIM primary	Fam108B counter	PAD4 inh
COCCCNC(=O)Cn1nnc(-c2ccc(NC(=O)c3ccccc3F)cc2)n1	-3	-6	-2	1	5	-0.4	-3	4	-1
Cc1cccc(CS(=O)(=O)c2cn(CC(=O)N3CCOCC3)c3ccccc23)c1	-5	4	1	5	-4	3.2	13	1	6
CC(C)CCNC(=O)CCCOc1ccccc1	-3	2	-3	12	3	-1.8	2	-1	-3
Cc1ccc2nc(SCC(=O)NCc3ccc(S(N)(=O)=O)cc3)[nH]c2c1	-1	6	-2	-21	2	2.8	-4	-7	-3
COc1ccc(C)cc1NC(=O)c1ccc(OC(F)F)cc1	-5	1	5	-7	3	-1.3	-12	-7	3
COc1cc(C)nc(NCc2ccccc2)n1	1	-2	7	3	-4	0.4	11	4	-1
CN(C)CCN1C(=O)C2C(C(=O)Nc3cc(Cl)cc(Cl)c3)C3C=CC2(O3)C1C(=O)NC1CCCCC1 (configuration not stated)	-2	0	-1	7	-7	3.4	2	8	2
Cc1nc2nc(C)n(-c3ccccc3)c2s1	1	7	-7	-2	-1	x	-1	6	2
Cc1ccc(/C=N\NC(=O)Cc2cccn2C)o1	-6	1	11	4	0	-1.4	10	-2	-2
O=C(O)CN1C(=O)/C(=C\c2cn(CC(=O)N3CCOCC3)c3ccccc23)SC1=S	-7	2	-210	-118	181*	u	-169	-1	-4
COc1cccc(OC)c1C(=O)Nc1ccc2c3c(cccc13)CC2	1	-5	-2	0	5	-1.0	4	3	-3
Cc1ccc(-c2nc(C3CCCN(S(=O)(=O)c4ccc(C(C)(C)C)cc4)C3)no2)cc1 (configuration not stated)	1	8	-4	-5	-1	0.2	1	0	-2
C(=N\c1nccs1)/Nc1nccs1	8	2	-4	-2	-1	-2.9	2	3	-1
CCOc1ccc(CCNC(=O)COC(=O)/C=C/c2cccc(OC)c2)cc1OCC	-5	-1	7	-11	3	-4.5	-2	5	-1
COc1cc(CN2CCc3ccccc3C2)ccc1O	-1	10	2	3	-1	-3.7	3	0	2
C=C1CCN([C@@H](CC(C)C)C(=O)NCc2ccco2)S(=O)(=O)c2ccccc21	2	1	4	5	-2	-3.6	-1	-5	4
O=C(NC1CCCCC1)C1c2ccccc2C(=O)N1Cc1ccc2c(c1)OCO2 (configuration not stated)	1	8	4	-7	10	-1.8	-4	-4	1
Cc1cc(C(=O)N[C@H](c2ccccc2)[C@@]2(C)C[C@@H]2[C@@H](C)C(=O)Nc2ccc3ccccc3c2)no1	-8	-1	1	8	0	-0.5	5	-11	2
CC[C@H](C)[C@H]1O[C@]2(CC[C@@H]1C)C[C@@H]1C[C@@H](CC=C(C)[C@@H](O[C@H]3C[C@H](OC)[C@@H](O[C@H]4C[C@H](OC)[C@@H](O)[C@H](C)O4)[C@H](C)O3)[C@@H](C)C=CC=C3CO[C@@H]4[C@H](O)C(C)=C[C@@H](C(=O)O1)[C@]34O)O2	-2	4	6	7	-5	x	-2	3	2
Nc1nc(Nc2ccccc2)nc2ccccc12	0	-2	-7	-2	-7	1.6	2	0	-3
CCOC(=O)/C(C#N)=C/c1ccc(OC)c(OC)c1	4	-2	4	0	2	0.2	-5	0	2
Cc1n[nH]c(C)c1SCC(=O)Nc1ccc(F)cc1	-1	1	-1	5	-2	-3.3	2	-7	-7
COc1ccc(N2CC(C(=O)NC3=NCCS3)CC2=O)cc1 (configuration not stated)	1	6	3	3	-2	1.3	3	-1	-1
COc1ccc2c(C=O)cn(C)c2c1	-1	-4	-4	8	-2	0.8	3	0	-2
O=C(CC1OCC2CCCN2C1=O)Nc1ccc([N+](=O)[O-])cc1 (configuration not stated)	3	-1	-2	9	-3	1.7	2	1	0
SMILES	PME-1 inh	GSTO1 counter	GLD-1 TGE inh	Bcl-xL primary	TPT1 inh	MEX-5 binding	MCL1 BIM primary	Fam108B counter	PAD4 inh
COC(=O)C1CN(S(=O)(=O)c2ccc(NC(C)=O)cc2)CCS1 (configuration not stated)	-4	2	5	2	-2	-0.9	1	2	5
Cc1ccc(C(=O)NC2CCCN(c3ccc(C(F)(F)F)cn3)C2)cn1 (configuration not stated)	1	-2	-3	5	2	-0.2	6	2	-4
COc1cc(CNC(=O)C2CCCC2)cc(OC)c1OC	4	-5	2	4	-2	1.2	0	0	2
CCOc1ccc(NC(=O)CCC(=O)c2ccc(Br)cc2)cc1	8	0	6	-1	3	0.5	-7	0	-1
CCOc1ccc(N(C(=O)CNC(=O)c2ccco2)C(C(=O)NC2CCCC2)c2cccnc2)cc1 (configuration not stated)	-1	0	6	2	-3	3.1	1	8	2
CCOc1ccc2nc3sc(C(=O)N4CCN(C)CC4)c(N)c3cc2c1	4	6	-6	7	2	-0.1	13	4	-4
CCN(C(=O)Cn1c(=O)oc2ccccc21)c1cccc(C(F)(F)F)c1	2	6	8	1	-3	3.3	-2	-1	0
Clc1ccc(Cc2ccccc2)nn1	9	12	6	4	-6	-6.2	3	2	-5
Cc1ccc(C(=O)NCc2ccc(Cl)cc2)cc1S(=O)(=O)N1CCCCC1	6	x	5	-1	x	x	4	x	-1
N#CC1(NC(=O)COc2ccccc2[N+](=O)[O-])CCCCC1	8	3	5	-9	-2	-3.3	-16	-1	3
CCCCNC(=O)c1ccccc1NC(=O)CCC	0	14	-4	5	-3	2.5	18	5	0
O=C(NNC1=NS(=O)(=O)c2ccccc21)c1cccc([N+](=O)[O-])c1	-5	3	7	2	2	-0.7	-4	-5	-13
O=C(CN1C(=O)COc2ccccc21)NNC(=O)Nc1ccccc1F	8	-2	9	5	-6	-0.4	2	7	2
COc1cc(CCCN2C(=O)C(=O)NC[C@@H]2c2ccccc2)cc(OC)c1OC	1	3	0	5	-3	-2.9	6	0	-5
Cc1cnc(C(=O)OCC(=O)N2CCc3ccccc32)cn1	-2	6	-135	0	-3	2.5	-3	4	-3
CCc1sc(C(=O)Nc2cc(S(=O)(=O)N3CCOCC3)ccc2OC)cc1C	4	x	6	0	x	x	-7	x	5
COc1ccc(OCCNC(=O)c2ccc(C)cc2)cc1	-1	5	1	9	-1	0.4	2	-4	-2
C/C(=N/NS(C)(=O)=O)c1ccc2ccccc2c1	2	10	2	-2	-2	1.6	-4	3	-3
NC1=NC[C@@H](Cc2ccc(O)cc2)N1CCC12CC3CC(CC(C3)C1)C2	5	3	6	-2	0	-0.5	-3	0	-2
C=CCc1ccc(OC(=O)NC2CCCCC2)c(OC)c1	4	-1	6	-4	2	0.7	-1	-2	2
CCC(C(=O)NC1CCN(C)CC1)c1ccccc1 (configuration not stated)	5	-2	7	10	0	1.5	20	0	-4
Cc1c(Cl)cccc1NC(=O)[C@@H](NC(=O)c1ccccc1Cl)C(C)C	-5	7	4	0	1	-2.2	-2	2	7
CCNS(=O)(=O)c1ccc(NC(=O)Cn2cc([N+](=O)[O-])cn2)cc1	-3	2	0	-4	0	0.3	-2	2	1
Cc1cc(=O)n(CCCc2ccccc2)[nH]1	0	42*	1	5	0	-1.9	4	-4	29*
COc1cc(/C=C(\C#N)C(=O)Nc2cccc(C(=O)O)c2)ccc1OCc1ccc(Cl)cc1	-7	-9	-2	-1	3	-2.3	2	-8	0
SMILES	PME-1 inh	GSTO1 counter	GLD-1 TGE inh	Bcl-xL primary	TPT1 inh	MEX-5 binding	MCL1 BIM primary	Fam108B counter	PAD4 inh
CCN(CC(=O)Nc1cc(Cl)ccc1C)C(=O)Cc1ccsc1	2	x	-2	-13	x	x	-17	x	-6
Cc1cccc(NC(=O)NC2(C(=O)NCc3ccco3)CCCCC2)c1	-3	3	4	2	-5	-0.7	3	3	-3
Cc1ccc(C(=O)C2CCN(CC(=O)NCc3ccc(F)cc3)CC2)cc1	10	15	5	3	4	-2.4	-4	-3	-3
CC1(C)Cc2c(cnn2-c2ccc(F)cc2)C(NC(=O)c2ccco2)C1 (configuration not stated)	8	5	2	4	-4	1.9	10	3	0
CC(C)n1c(-c2ccc(C(C)(C)C)cc2)n[nH]c1=S	4	4	7	-17	0	-0.2	-14	5	-3
CC(=O)Nc1nonc1NC(=O)c1ccc(C(C)(C)C)cc1	-13	2	4	3	-1	3.5	6	-2	5
Cc1ccc(C(=O)Nc2scc(-c3ccccc3)c2C(=O)O)o1	-4	-2	0	8	-1	-0.3	13	-2	2
C=CCN1C(=O)/C(=C\c2ccc(Cl)cc2)N=C1SCC(=O)NC1CCCCC1	-4	3	1	4	0	-1.1	1	-4	2
CCS(=O)(=O)Nc1ccc(-c2cc(-c3ccccc3)c3cc(C)ccc3n2)cc1	-60	-3	8	2	0	1.4	-4	-25	-1
Cn1c(=O)c2c(nc(Oc3ccc4c(c3)OCO4)n2Cc2ccc(Cl)cc2)n(C)c1=O	-3	4	-2	0	-3	-1.4	-3	-1	-1
O=C(NCCCN1CCOCC1)c1ccc(Cl)c(S(=O)(=O)N2CCCCCC2)c1	3	-3	3	7	-2	-1.3	2	2	1
COCCNc1nc(N)c([N+](=O)[O-])c(NC2CCCCC2)n1	-1	-14	3	3	-4	-1.3	2	8	5
Cc1ccc(OCC(=O)N(Cc2ccc(N(C)C)cc2)C2CCS(=O)(=O)C2)cc1C (configuration not stated)	-5	4	2	-2	1	-1.1	0	0	-3
COc1ccc(NC(=O)CSc2nc3[nH]c(=O)cc(O)c3s2)c(OC)c1	5	x	-4	4	x	x	8	x	-3
Cc1ccc2oc(=O)c3cnn(CC(=O)NCCC(C)C)c3c2c1	-2	3	4	8	-3	-2.8	8	-6	-1
CC(=O)Nc1ccc(NC(=O)C(C)NC(C)c2cccc3ccccc23)cc1 (configuration not stated)	1	5	4	1	0	0.3	-6	-2	2
CC(=O)OCC[C@H](NS(=O)(=O)OCC(Cl)(Cl)Cl)c1ccccc1	-5	-1	1	8	2	1.9	5	-1	3
CCCNC(=O)c1c(Cl)cnn1-c1ccc(C)cc1	1	2	8	2	-4	1.3	1	-1	2
CCOC(=O)c1sc(/N=C/C2=C(O)CC(C)(C)CC2=O)c(C(=O)OCC)c1C	2	-4	-1	7	-2	-0.8	0	-4	-4
COc1ccc(CN2C(=O)c3cccnc3C2=O)cc1S(=O)(=O)NC1CCCCC1C (configuration not stated)	0	-2	-3	4	-5	0.0	12	2	-6
Cc1ccccc1NC(=O)CSc1nnc2ccc(-c3ccccn3)nn12	-2	-1	6	-2	2	-0.4	2	1	0
O=C(N/N=C/c1ccc(Cl)cc1Cl)c1ccncc1	-1	0	-3	-2	3	-1.7	1	-1	2
Cc1ccc(-c2nc(CS(=O)CC(=O)N3CCN(c4ncccn4)CC3)c(C)o2)cc1 (configuration not stated)	-3	6	-3	2	-4	-2.8	7	6	0
O=C(c1cccs1)N1CCN(Cc2ccccc2[N+](=O)[O-])CC1	6	10	4	3	-4	-4.3	5	2	-7
O=C1C=C(c2ccc(F)cc2OCc2ccccc2)C[C@@H](c2ccc(Cl)cc2)C1	-8	x	3	-1	x	x	-1	x	-4
O=C(/C=C/c1ccco1)N/C(=C\c1ccccc1)C(=O)NCCc1nc2ccccc2[nH]1	3	2	-1	5	-2	-1.2	13	1	-2
O=C(CSc1ccc(-c2nc3ccccc3[nH]2)cn1)Nc1ccc(S(=O)(=O)N2CCCC2)cc1	11	-166	-2	0	3	-0.1	4	-11	-38
CCOC(=O)NC1C=CS(=O)(=O)C1 (configuration not stated)	-2	-4	4	7	-4	-2.5	5	-1	-7
Cc1ccc(S(=O)(=O)Nc2cccc(C(=O)N3CCOCC3)c2)c(C)c1NS(C)(=O)=O	-1	9	8	5	-3	1.7	-1	2	-6

The list is partial; the hit share may differ from the screen's.
